KB-3-1 cytotox: KB-3-1 parental cell cytotoxicity; KB-3-1 viability, CellTiter-Glo ATP luminescence, 72 h; Potency, µM (series often up to 46.1 µM), for the others: at the highest dose activity change, negative = cytotoxic, actives largely listed as cytotoxic; actives 1.4% (n = 400,000); note: % is set by controls: 0 for no effect and ±100 for the full control effect; nearly all actives have a fitted effect of over 60% in size
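72 h, 37 °C compound treatment of KB-3-1 parental cells; CellTiter-Glo added, 10 min, luminescence read. Data corrected against DMSO-only plates and normalized before curve fitting.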
SW480 rereplic: DNA re-replication induction in SW480 cells; SW480 DNA re-replication, Hoechst DNA content imaging, 48 h; Potency, µM (top dose mostly 46.1 µM), inactives show at the top dose re-replication activation, most hits filed as activators; actives 1.8% (n = 340,000); AID 624297; note: % of control where 0% means no effect; nearly all actives have a fitted effect of over 55% in size
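First, 250 cells per well were seeded. Next, compound or vehicle (23 nL) was pinned in, plates sat 48 hr at 37 C. Finally Hoechst was added for 40 min before fluorescence scanning.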
GLP1R inv ag: GLP-1 receptor (human) inverse agonism; P43220; HEK293 GLP-1R CRE-luciferase, luminescence, 24 h; GLP-1R form is constitutively active; Potency, µM (titrated, usually from 38.3 µM), without a hit: at the top dose activity change, negative = inhibition, hits mostly inhibitors; actives 1.6% (n = 410,000); AID 624417; note: % is set by controls: 0 for no effect and ±100 for the full control effect; nearly all actives have a fitted effect of over 55% in size
Target sequence (P43220 whole entry, looked up): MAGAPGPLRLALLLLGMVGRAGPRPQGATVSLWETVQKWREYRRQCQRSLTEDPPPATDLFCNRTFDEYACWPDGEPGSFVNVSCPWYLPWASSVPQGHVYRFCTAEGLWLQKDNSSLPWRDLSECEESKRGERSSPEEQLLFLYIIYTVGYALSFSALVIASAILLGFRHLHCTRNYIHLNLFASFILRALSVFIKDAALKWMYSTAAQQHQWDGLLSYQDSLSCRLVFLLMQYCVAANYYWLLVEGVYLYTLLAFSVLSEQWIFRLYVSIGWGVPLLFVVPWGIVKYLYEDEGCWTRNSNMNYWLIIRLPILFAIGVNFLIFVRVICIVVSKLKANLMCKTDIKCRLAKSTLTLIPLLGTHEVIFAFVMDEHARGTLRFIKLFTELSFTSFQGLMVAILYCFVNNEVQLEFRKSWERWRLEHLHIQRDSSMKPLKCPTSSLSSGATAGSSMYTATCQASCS
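Using stably transfected HEK293 (constitutively active GLP-1R, cAMP-luciferase reporter), compounds were incubated 24 hr and luciferase measured by luminescence.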
GLP1R ag: agonists of human GLP-1 receptor | HEK293 GLP-1R CRE-luciferase, luminescence, 4-6 h; cells express a hypersensitive GLP-1R form | Potency, µM (doses to about 45.6 µM), for the others: at the highest dose activation, actives largely listed as activators | P43220 | actives 0.007% (n = 380,000); note: % of control where 0% means no effect
HT1080NT lethal: kills 2HG-producing HT-1080-NT fibrosarcoma cells; HT-1080-NT fibrosarcoma viability, CellTiter-Glo ATP luminescence, 48 h; Potency, µM (doses to about 46.1 µM), for inactives: at the highest dose activity, negative = less viability, hits mostly cytotoxic; actives 1.6% (n = 360,000); AID 686970;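 note: NT is the 2HG producing partner of a matched IDH1 knockdown line; 0% = DMSO-treated cells and -100% = media-only wells without cells; nearly all actives have a fitted effect of over 55% in size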
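Read-out is CellTiter-Glo luminescence after 10 minutes at room temperature, following 48 hours' compound treatment of HT-1080-NT cells (750 cells/well, RPMI, 5% FBS, 37 degrees C).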
KB-V1 cytotox: kills drug-selected multidrug resistant KB-V1 cells. actives 3.4% (n = 400,000). Potency, µM (series often up to 46.1 µM), for the others: at the highest dose activity change, negative = cytotoxicity, usual class: cytotoxic. AID 1347076. KB-V1 MDR cells viability, CellTiter-Glo, 72 h; note: % is set by controls: 0 for no effect and ±100 for the full control effect; nearly all actives have a fitted effect of over 60% in size
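Drug-selected KB-V1 cells, grown in DMEM lacking phenol red with 10% FBS, receive compound titrations; after three days at 37 degrees C, surviving cell ATP is quantified by CellTiter-Glo luminescence and responses normalized and curve-fitted.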
HT1080 IDH1KD tx: HT-1080 IDH1 knockdown cell toxicity (counter line); HT-1080 IDH1 knockdown viability, ATP luminescence, 48 h; Potency, µM (titrated, usually from 46.1 µM), inactives show top-dose activity, negative = toxicity, usual class: cytotoxic; actives 2% (n = 360,000); AID 686971;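 note: 0% = DMSO wells and -100% = cell-free medium wells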
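Viability of IDH1-knockdown HT-1080 fibrosarcoma cells was assessed by CellTiter-Glo after 48 h at 37 °C with titrated compound; concentration-effect curves were classified by fit quality and response size.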
TDP43 rescue: TDP-43 toxicity inhibition in yeast. TDP-43 expressing yeast growth rescue, BacTiter-Glo, 24 h. Potency, µM (series often up to 46.1 µM), for inactives: at the top dose growth rescue (activation), usual class: activators. actives 1.8% (n = 410,000); note: % of control where 0% means no effect; nearly all actives have a fitted effect of over 50% in size
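Readout is BacTiter-Glo luminescence of cell growth, so inhibitors register as activators. TDP-43-expressing yeast at OD600=0.02 in galactose medium, after raffinose pregrowth to mid-log, were incubated with compound for 24 hr at 30 deg C.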
HEK293 tox: cytotoxicity in counter-screen for GLP-1R inverse agonists; Potency, µM (highest dose often 38.3 µM), inactives show at the highest dose activity change, negative = inhibition, actives largely listed as inhibitors; actives 0.13% (n = 410,000); AID 624418; HEK293 cAMP-luciferase reporter cells, luminescence, 24 h;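 note: loss of luciferase light is scored as toxicity; % is set by controls: 0 for no effect and ±100 for the full control effect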
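To flag toxic compounds, the library was rerun on cells for 24 hr at 37 deg C and 5% CO2. Viability-linked luminescence was captured 12 min after adding luciferase detection reagent.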
* = called active by the depositor; ? = inconclusive; . = no result given; [ ] = dose if it differs, or a comment. Calls come from the whole dose curve; as a rule, active = well fitted curve in the direction sought with a large enough effect; inconclusive = small, poorly fitted or top-dose-only effect, or another doubt; inactive = no such curve, though single readings can be large; an effect the other way counts as inactive or inconclusive. Potency is the fitted concentration of half-maximal effect. Rows were taken by chance (roughly 9.4% active in at least one column).

SMILES	KB-3-1 cytotox	SW480 rereplic	GLP1R inv ag	GLP1R ag	HT1080NT lethal	KB-V1 cytotox	HT1080 IDH1KD tx	TDP43 rescue	HEK293 tox
Cc1ccc(S(=O)(=O)N2CCC(C(=O)NCc3ccccc3CN3CCCC3)CC2)cc1	-20%	-7%	?	6%	-1%	?	-1%	6%	6%
O=C(NCc1ccc(Cl)c(Cl)c1)c1cccnc1	-2%	-50%[inhibitor]	-33%	-5%	-7%	-2%	-12%	13%	11%
CCC12CC1(C(=O)OC)C(=O)N1CCc3c([nH]c4ccccc34)C12 (stereo not given)	0%	.	10%	-3%	-1%	5%	3%	21%	0%
COc1cccc(OCCOCC(O)CN2CCN(Cc3ccc(Cl)cc3)CC2)c1 (stereo not given)	-6%	-3%	?	9%	-2%	-21%	-9%	-4%	-13%
Cc1nc(-c2ccccc2)nn1-c1ccc([N+](=O)[O-])cc1	-2%	-10%	2%	21%	2%	-13%	0%	28%	23%
O=C(Nc1ccccc1F)c1cc2nc(C(F)F)cc(C(F)F)n2n1	21%	-7%	60%[activator]	-1%	17%	-11%	8%	0%	-3%
CCCN1C(=O)c2ccccc2NC1c1ccc(OC)cc1O (stereo not given)	?	3%	?	7%	-8%	5.8µM*	-17%	-13%	-8%
CC(=O)Nc1cccc(-c2ccnc3c2CC(C)(C(=O)NCc2ccncc2)O3)c1 (stereo not given)	?	.	?	12%	8%	11%	-14%	-7%	-7%
O=C(NC1CC2CCC(C1)N2C(=O)NC1CCCCC1)NC12CC3CC(CC(C3)C1)C2 (stereo not given)	7%	?	-3%	-6%	16%	-6%	8%	-12%	11%
O=C(NCc1ccco1)Nc1cccc([N+](=O)[O-])c1	7%	-1%	-9%	10%	?	-7%	4%	-5%	0%
CCN(CC)C(=O)C1=C(C)NC(=S)NC1c1cn(-c2ccccc2)nc1-c1ccc(Cl)cc1 (stereo not given)	6%	?	-27%	-15%	2%	-8%	-29%	0%	-9%
COc1cccc(CNc2nc3cc(-c4ccc(F)cc4)sc3c(=O)n2C)c1	0%	.	-2%	5%	15%	0%	7%	?	2%
C=CCn1c(C)nc2ccccc2c1=O	0%	0%	14%	5%	1%	7%	7%	3%	0%
O=C(Nc1nc(-c2ccc(F)cc2)cs1)C1CCCO1 (stereo not given)	-5%	-11%	23%	0%	-2%	26%	5%	10%	-5%
Cc1c(NS(=O)(=O)c2cc(C(=O)N3CCCC(C)C3)ccc2Cl)c(=O)n(-c2ccccc2)n1C (stereo not given)	-6%	-1%	-12%	3%	-13%	-6%	-12%	-10%	-5%
CN(C)Cc1c(O)ccc2c(=O)c(-c3ccccc3Cl)coc12	6%	-6%	0%	10%	6%	0%	5%	5%	12%
COc1ccc(N(CCCN2C(=O)c3cccc4cccc(c34)C2=O)C(=O)c2ccncc2)cc1	-2%	-17%	126%[activator]	28%	?	-5%	-15%	-7%[9.22 µM]	-3%
O=C(NCc1cccs1)C1CC(c2ccccc2O)=NO1 (stereo not given)	16µM*	23%	?	10%	-15%	?	-2%	?	?
CCc1nc2ccc(C(=O)NCCOc3ccc(OC)cc3)cn2c1N(CC)CCOC	0%	.	10%	7%	1%	?	1%	19%	-2%
O=C(O)c1cc(-c2ccccn2)n[nH]1	-1%	-16%	0%	-2%	?	3%	?	6%	2%
CC(C)NC(=O)COC(=O)c1ccc(Cl)c(S(=O)(=O)N2CCCC2)c1	-4%	2%	0%	-2%	5%	28%	9%	-6%	-4%
CSc1ccc(/C=C(/NC(=O)c2ccc(C)cc2)C(=O)Nc2cccc(F)c2)cc1	-11%	5%	24%	-19%	-9%	-4%	-8%	21%	10%
N#CCCCC#Cc1ccc2c(c1)COc1c3ccccc3nn1-2	0%	14%	2.5µM*	-4%	-18%	-27%	-5%	?	6%
CCOC(=O)C1CCN(C(=O)COc2ccc(S(=O)(=O)NC(C)C)cc2Cl)CC1	8%	?	-6%	7%	14%	-3%	5%	-6%	-15%

Another view of 3 compounds above:
CN(C)Cc1c(O)ccc2c(=O)c(-c3ccccc3Cl)coc12
  KB-3-1 cytotox: 6% | SW480 rereplic: -6% | GLP1R inv ag: 0% | GLP1R ag: 10% | HT1080NT lethal: 6% | KB-V1 cytotox: 0% | HT1080 IDH1KD tx: 5% | TDP43 rescue: 5% | HEK293 tox: 12%

COc1ccc(N(CCCN2C(=O)c3cccc4cccc(c34)C2=O)C(=O)c2ccncc2)cc1
  KB-3-1 cytotox: -2% | SW480 rereplic: -17% | GLP1R inv ag: 126%[activator] | GLP1R ag: 28% | HT1080NT lethal: ? | KB-V1 cytotox: -5% | HT1080 IDH1KD tx: -15% | TDP43 rescue: -7%[9.22 µM] | HEK293 tox: -3%

O=C(NCc1cccs1)C1CC(c2ccccc2O)=NO1 (stereo not given)
  KB-3-1 cytotox: 16µM* | SW480 rereplic: 23% | GLP1R inv ag: ? | GLP1R ag: 10% | HT1080NT lethal: -15% | KB-V1 cytotox: ? | HT1080 IDH1KD tx: -2% | TDP43 rescue: ? | HEK293 tox: ?

Compounds shown so far that have a nitro group on carbon:
SMILES	KB-3-1 cytotox	SW480 rereplic	GLP1R inv ag	GLP1R ag	HT1080NT lethal	KB-V1 cytotox	HT1080 IDH1KD tx	TDP43 rescue	HEK293 tox
Cc1nc(-c2ccccc2)nn1-c1ccc([N+](=O)[O-])cc1	-2%	-10%	2%	21%	2%	-13%	0%	28%	23%
O=C(NCc1ccco1)Nc1cccc([N+](=O)[O-])c1	7%	-1%	-9%	10%	?	-7%	4%	-5%	0%

Additional compounds follow:
SMILES	KB-3-1 cytotox	SW480 rereplic	GLP1R inv ag	GLP1R ag	HT1080NT lethal	KB-V1 cytotox	HT1080 IDH1KD tx	TDP43 rescue	HEK293 tox
C/C(=N\NC(=O)Cc1cccn1C)c1ccc2ccccc2c1	15%	2%	1%	-1%	-15%	-8%	-15%	4%	-5%
CC(C)CC1C(=O)N(Cc2cn(CCC3OCCO3)nn2)CCS(=O)(=O)N1Cc1ccc(-c2ccccc2)cc1 (stereo not given)	?	.	?	0%	?	15µM*	-27%	22µM*	-17%
Cc1cccc2c(C(=O)N3CCN(c4ccccn4)CC3)cc(-c3cccc(Br)c3)nc12	?	16µM*	?	-1%	-4%	?	?	18µM*	11%
N/C(CN1CCSCC1)=N\OCc1c(F)cccc1Cl	7%	-32%[inhibitor]	-2%	3%	19%	1%	17%	-2%	?
COc1cccc(-c2nnc(NC(=O)c3ccc(S(=O)(=O)N4CC(C)OC(C)C4)cc3)o2)c1 (stereo not given)	?	?	?	-13%	?	?	9.2µM*	17%	0%
Cc1ccc(Cl)cc1NC(=O)COC(=O)CC1CCCCC1	0%	-21%	?	3%	1%[9.24 µM]	15%	7%	13µM*	-9%
Nc1nc(CN2CCN(c3ccccc3F)CC2)nc(Nc2ccccc2)n1	5%	-3%	?	4%	-10%	?	-4%	3%	-8%
CC1CCN(C(=O)CN(c2ccc(Cl)c(C(F)(F)F)c2)S(C)(=O)=O)CC1	?	1%	?	1%	3%	?	-17%	1%	-18%
Cc1ccc2sc(N3CCN(C(=O)CCS(=O)(=O)c4ccc(F)cc4)CC3)nc2c1C	-4%	.	-6%	.	.	-22%	.	21%	0%
COc1ccc(C2SCC(=O)N2c2c(C)n(C)n(-c3ccccc3)c2=O)cc1 (stereo not given)	0%	-4%	7%	-1%	-3%	6%	-6%	-14%	61%[activator]
Nn1c(SCC(=O)N2CCN(S(=O)(=O)c3ccccc3)CC2)nnc1-c1cccs1	-1%	1%	-11%	3%	-2%	10%	1%	-24%	2%
CCOC(=O)c1ccc(Nc2cnc3ccccc3n2)cc1	12%	-3%	14%	14%	6%	-11%	13%	13%[9.22 µM]	15%
COc1ccc(OC(C)C(=O)NC2CCCCCC2)cc1 (stereo not given)	-6%	12%	-9%	1%	-1%	-5%	1%	-12%	1%
CCc1ccc(NC(=O)C/C(C)=N/NC(=O)COc2ccccc2C)cc1	-6%	-5%	?	12%	2%	?	0%	-7%	-9%
Brc1ccc(C2CC(c3ccccc3)=Nc3ccccc3N2)cc1 (stereo not given)	-6%	?	-25%	22%	-22%	-6%	-4%	?	-1%
CCN(CC)S(=O)(=O)c1ccc2c(c1)N(CC(=O)Nc1ccc(C)cc1C)C(=O)C1CCCN21 (stereo not given)	-5%	.	2%	.	.	11%	.	0%	-3%
CC(Sc1nc(-c2ccccc2)cc(=O)[nH]1)C(=O)O (stereo not given)	8%	-1%	0%	-13%	10%	-6%	-3%	-17%	25%
Cc1nc(N2CCCC2)ncc1C(=O)NCc1ccc(Cl)cc1	-16%	.	9%	.	.	-6%	.	?	-16%
COc1ccc(NS(=O)(=O)c2cnc[nH]2)cc1	0%	-4%	6%	2%	0%	-1%	5%	9%	1%
